# KDM4E inh: inhibitors of human JMJD2E histone demethylase; Potency, µM (highest dose often 57.1 µM), for inactives: at the top dose activity change, negative = inhibition, most hits filed as inhibitors; B2RXH2; JMJD2E catalytic domain, FDH-coupled NADH fluorescence (FDH is formaldehyde dehydrogenase); 1.6% of 230,000 active; active = well fitted inhibition curve with a large enough effect, not every such curve was filed as active; inconclusive = small, poorly fitted or top-dose-only effect, or another doubt; inactive = no such curve, though single readings can be large or run the other way;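 also: 0% = wells with enzyme and -100% = buffer wells without enzyme; nearly all actives have a fitted effect of over 50% in size; many of its hits are not listed in these tables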
# TexasRed fluor: Texas Red fluorescence interference in TRb-SRC2 counter-screen | TRb/SRC2 Texas Red total fluorescence interference | Potency, µM (titrated, usually from 106 µM), for the others: at the top dose fluorescence change, negative = quenching | 0.29% of 280,000 active | AID 1479; active = well fitted curve in either direction with a large enough effect; inconclusive = small, poorly fitted or top-dose-only effect; also: % is scaled to controls: 0 for no effect and ±100 for the full control effect
#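 Human TRb ligand-binding domain at 0.6 uM with 20 nM Texas Red SRC2 peptide in Tris buffer containing 1 uM T3 and 5% DMSO, incubated with compound 5 h at ambient temperature. Total fluorescence (555/632 nm) calculated as parallel + 2 × perpendicular.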
# LMNA splice mod: changes lamin A minigene splicing in HeLa cells; HeLa LMNA splicing GFP/RFP minigene ratio, 48 h; Potency, µM (top dose mostly 46.1 µM), without a hit: top-dose ratio change, negative = inhibition, actives largely listed as inhibitors; 0.01% of 200,000 active; AID 1487; active = well fitted inhibition curve with a large enough effect in the signal ratio, with a control signal flat, not every such curve was filed as active; inconclusive = small, poorly fitted or top-dose-only effect, or effect the other way, or a change in a side signal; the % refers to the signal ratio; also: % is scaled to controls: 0 for no effect and ±100 for the full control effect
#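 S3 HeLa stable clones carrying a lamin A-EGFP splicing minigene plus DsRed2 were seeded at 600 cells/well in Opti-MEM with 2% FBS, pin-dosed and incubated 48 h at 37°C. Acumen cytometry (488 nm) gave the GFP/RFP total-intensity ratio.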
# GoLoco inh red: RGS12 GoLoco-Gai1 interaction inhibition. 0.44% of 230,000 active. Potency, µM (doses to about 61.6 µM), for inactives: at the top dose activity, negative = inhibition, actives largely listed as inhibitors. Gai1:RGS12 GoLoco peptide FP, rhodamine, 10 min. P63096. AID 880; active = well fitted inhibition curve with a large enough effect, not every such curve was filed as active; inactive = no such curve, though single readings can be large or run the other way; also: % is scaled to controls: 0 for no effect and ±100 for the full control effect; nearly all actives have a fitted effect of over 30% in size; many of its hits are not listed in these tables
# Target sequence (P63096 whole entry, looked up): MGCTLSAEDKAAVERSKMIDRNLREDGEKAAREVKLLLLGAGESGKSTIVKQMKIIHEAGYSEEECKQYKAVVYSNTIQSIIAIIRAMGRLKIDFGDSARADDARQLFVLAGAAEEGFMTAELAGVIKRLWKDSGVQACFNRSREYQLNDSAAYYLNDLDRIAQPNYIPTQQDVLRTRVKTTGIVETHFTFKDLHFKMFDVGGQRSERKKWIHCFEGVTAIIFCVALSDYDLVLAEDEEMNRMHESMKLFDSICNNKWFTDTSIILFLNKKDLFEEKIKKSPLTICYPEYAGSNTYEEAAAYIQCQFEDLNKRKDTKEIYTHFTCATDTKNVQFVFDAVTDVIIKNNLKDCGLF
# ALDH1A1 inh: inhibitors of human aldehyde dehydrogenase 1A1; 7.3% of 220,000 active; Potency, µM (titrated, usually from 75.3 µM), without a hit: top-dose activity, negative = inhibition, hits mostly inhibitors; AID 1030; Purified ALDH1A1, NADH fluorescence, propionaldehyde substrate; P00352; active = well fitted inhibition curve with a large enough effect, not every such curve was filed as active; inconclusive = small, poorly fitted or top-dose-only effect, or another doubt; inactive = no such curve, though single readings can be large or run the other way;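 also: plate controls were no enzyme wells and a reference inhibitor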
# TRb-SRC2 inh: inhibitors of human thyroid hormone receptor beta-SRC2 interaction | P10828 | TRbeta-SRC2 peptide binding, fluorescence polarization; receptor liganded with 1 µM T3 | Potency, µM (titrated, usually from 106 µM), for inactives: at the highest dose activity change, negative = inhibition, actives largely listed as inhibitors | 0.065% of 280,000 active | AID 1469;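 also: plate controls were bound peptide for no effect and peptide without receptor for full effect; nearly all actives have a fitted effect of over 50% in size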
#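 Decrease in fluorescence polarization of 20 nM Texas Red SRC2 coactivator peptide flagged inhibition of its binding to 0.6 uM TRb LBD; 1 uM T3 included, incubation 5 hr, ex 555/em 632 nm.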
# RECQ1 inh: RECQ1 (human) helicase inhibition; P46063; RECQ1 DNA unwinding, red fluorescence kinetic read; Potency, µM (top dose mostly 57.3 µM), without a hit: top-dose activity, negative = inhibition, actives largely listed as inhibitors; 0.54% of 240,000 active;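 also: plate controls were vehicle for no effect and no enzyme for full effect; nearly all actives have a fitted effect of over 30% in size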
# Target sequence (P46063 whole entry, looked up): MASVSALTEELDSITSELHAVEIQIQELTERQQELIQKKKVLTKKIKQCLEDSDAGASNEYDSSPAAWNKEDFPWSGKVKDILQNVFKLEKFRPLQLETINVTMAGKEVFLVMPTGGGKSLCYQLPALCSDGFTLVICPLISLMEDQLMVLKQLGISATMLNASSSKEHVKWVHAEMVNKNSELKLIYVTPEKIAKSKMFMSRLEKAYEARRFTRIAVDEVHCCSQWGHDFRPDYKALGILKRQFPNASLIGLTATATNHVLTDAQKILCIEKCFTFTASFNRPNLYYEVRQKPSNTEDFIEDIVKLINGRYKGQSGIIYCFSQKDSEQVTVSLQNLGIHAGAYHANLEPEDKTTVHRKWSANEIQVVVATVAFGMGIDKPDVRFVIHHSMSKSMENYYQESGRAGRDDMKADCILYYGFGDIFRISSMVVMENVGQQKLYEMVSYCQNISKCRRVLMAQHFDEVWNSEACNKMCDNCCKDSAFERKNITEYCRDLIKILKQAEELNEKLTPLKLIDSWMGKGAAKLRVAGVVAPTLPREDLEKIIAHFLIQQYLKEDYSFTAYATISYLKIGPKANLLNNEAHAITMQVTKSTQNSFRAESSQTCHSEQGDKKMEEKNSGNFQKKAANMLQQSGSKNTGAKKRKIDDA
#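 50 nM RECQ1T1 preincubated 15 min with compound in Tris pH 8.0 buffer with MgCl2, DTT, Tween-20 and 2.5 ug/ml poly(dI-dC); started with 200 nM TAMRA/BHQ-2 forked duplex and 2 mM ATP. Unwinding read as fluorescence (525/598 nm), two reads 2 h apart.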
# SMN2 splice up: SMN2 splice variant enhancement. HEK293 SMN2-luciferase splicing reporter, luminescence, 30-36 h. 2.8% of 210,000 active. Potency, µM (top dose mostly 46.1 µM), inactives show at the top dose activity change, positive = activation, most hits filed as activators; also: % of control where 0% means no effect; nearly all actives have a fitted effect of over 55% in size
#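 HEK293 cells carry an SMN2 […]–luciferase reporter in which exon 7 inclusion puts luciferase in frame. Cells were plated 10-12 h before compound addition, then incubated 30-36 h at 37C. ONE-Glo luminescence was read; sodium butyrate at 4.5 mM final served as control.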
# An asterisk follows results filed as active; i = inactive; ? = inconclusive; nt = no result given; & = joins results of further samples; [ ] = dose if it differs, or a comment. Unless noted, calls follow the shape of the dose curve; as a rule, active = well fitted curve in the direction sought with a large enough effect; inconclusive = small, poorly fitted or top-dose-only effect, or another doubt; inactive = no such curve, though single readings can be large; an effect the other way counts as inactive or inconclusive. Potency is read from the fitted curve at half-maximal effect. These rows are one share of the data; rates above refer to the full screens.
# The line under a structure holds: KDM4E inh	TexasRed fluor	LMNA splice mod	GoLoco inh red	ALDH1A1 inh	TRb-SRC2 inh	RECQ1 inh	SMN2 splice up
O=C(Nc1ccccc1Br)C1CCC(=O)N1Cc1ccccc1Cl (configuration not stated)
  -1.3%	0.5%	-5.1%	-3.8%	14.8%	5.1%	-5.1%	-5.4%
COc1ccc(NC(C)=O)cc1C#N
  -2.4%	-2.7%	-10.5%[46 µM]	17.7%	3.16µM*	-11.1%	i	0.2%
C=CCNC(=O)COC(=O)c1ccccc1C(=O)N(C)C1CCCCC1
  1.4%	-5.5%	?	3.4%	?	-2.9%	-17.8%	-13.9%
Oc1ccccc1N1CCN(CC(O)COCc2ccccc2Cl)CC1 (configuration not stated)
  ?	0.3%	0.2%[46 µM]	-1.6%	?	-8.6%	-4.7%	7.9%
Cc1cc(NC(=O)c2cc(-c3cccs3)on2)no1
  9.5%	-0.4%	-11.2%	nt	?	-3.4%	i	nt
COc1ccc(C(=O)NCC(=O)OCC(=O)Nc2c(C)n(C)n(-c3ccccc3)c2=O)cc1
  2.4%	0.5%	13.1%	4.4%	1.1%	-2.2%	i	-18.7%
COc1ccccc1N(C)S(=O)(=O)c1ccc(C(=O)OCC(N)=O)cc1
  1.8%	-2.4%	?	3.9%	5.9%	-3.7%	i	4.0%
O=C(c1cn(-c2ccccc2)nc1-c1ccccc1)n1nnc2ccccc21
  0.2%	-3.4%	-3.5%	4.7%	?	3.0%	i	-14.8%
COC(=O)c1cc(NC(=O)CSc2nc(C)cc(=O)[nH]2)cc(C(=O)OC)c1
  3.6%	-1.2%	-10.7%	8.4%	1.1%	-14.0%	i	?
CCOC(=O)C1CCN(C(=O)C(=O)N2CCC(C(=O)OCC)CC2)CC1
  5.7%	2.0%	10.3%	-2.4%	0.1%	-11.5%	-12.7%	-10.2%
CCCC1Cc2c(sc(NC(=S)NC(=O)c3ccccc3)c2C#N)CO1 (configuration not stated)
  -0.4%	1.0%	-8.9%	2.8%	?	-21.3%	-2.5%	-9.9%
O=C(CSc1nc2ccccc2c(=O)[nH]1)N1CCCCCC1
  -1.0%	-1.0%	10.2%	4.9%	?	-15.2%	-0.7%	20.5%
Cc1ccc(S(=O)(=O)NCCc2nnc3ccc(SCC(=O)Nc4nc5ccccc5s4)nn23)cc1
  8.3%	1.4%	-5.7%	10.6%	?	-4.3%	-1.1%	-19.0%
COc1ccc2c(c1)N(S(=O)(=O)c1ccccc1)CCC2=O
  -2.6%	-0.5%	14.2%	-12.0%	5.6%	3.8%	-6.5%	6.1%
CCNC(=O)NC(=O)COc1ccccc1C#N
  -3.0%	-1.3%	6.5%	8.3%	-0.5%	-5.3%	-13.0%	8.6%
CCc1ccccc1NC(=O)CSc1nnc([C@@H]2CCCN2C(=O)OC(C)(C)C)o1
  -16.8%	-0.4%	?	-14.2%	?	-18.0%	-0.7%	-10.4%
CCC(C)n1cnc2c(c1=O)c1nc3ccccc3nc1n2Cc1ccc2c(c1)OCO2 (configuration not stated)
  ?	-1.9%	3.3%	10.0%	?	3.2%	-2.7%	-12.2%
CC(C)(C)c1ccc(C(=O)NNc2cc(N3CCOCC3)nc(N3CCOCC3)n2)cc1
  -6.4%	0.6%	nt	8.9%	-14.0%	-8.0%	i	-0.4%
COc1ccc(CNC(=O)COC(=O)Cc2ccc(Cl)cc2Cl)cc1
  1.0%	35.5µM*[quencher]	-2.8%	-7.3%	?	?	-16.3%	3.6%
Cc1csc(=N)n1-c1ccc(Cl)cc1
  -0.3%	-1.7%	10.0%	4.2%	7.7%	4.0%	0.1%	-4.7%
CCCCNC(=S)N1CCN(C(c2ccccc2)c2ccccc2)CC1
  -6.2%	-2.8%	9.7%[46 µM]	-3.9%	28.2µM*	-6.9%	-13.9%	-27.1%
CC(=O)N1c2ccccc2NC2=C(C(=O)CC(C)(C)C2)C1c1cccn1C (configuration not stated)
  -3.5%	-0.7%	14.9%[46 µM]	-0.7%	-0.4%	3.6%	-9.2%	18.6%
CN(C)CCCNC(=O)c1cc(Br)ccc1Cl
  -0.1%	1.3%	5.0%	-0.2%	0.5%	-14.4%	-8.2%	-3.9%
Cc1nn2c(nc1=O)NNC2(C)C(C)(C)C (configuration not stated)
  -5.5%	-1.6%	nt	4.8%	1.9%	6.2%	-4.8%	nt
Cc1ccc(N2C(=O)CC(Cn3nc(C)cc3C)C2=O)cc1 (configuration not stated)
  -1.4%	-3.9%	10.8%	-1.0%	7.3%	4.8%	12.6%	-1.2%
c1ccc(-c2[nH]ncc2-c2nc3ccccc3[nH]2)cc1
  ?	0.3%	2.8%	4.3%	?	-11.1%	i	23.7%
NC(=O)CSc1nc(-c2ccccc2Cl)ns1
  7.1%	-0.1%	-8.9%	6.8%	-9.3%	-8.6%	-8.0%	?
O=C(O)c1ccc(-c2ccccc2C(F)(F)F)o1
  -7.9%	-1.4%	-1.2%	2.7%	4.5%	-5.3%	i	23.5%
Cc1nc2ccccc2c(=O)n1N(c1ccccc1)c1ccccc1
  -1.3%	-2.4%	-13.0%[46 µM]	6.1%	7.8%	-1.0%	4.4%	6.5%
CSc1ccccc1NC(=O)c1noc2c1CCC2
  -6.3%	-9.6%	-9.6%	1.0%	25.1µM*	9.7%	?	-5.4%
Cc1ccc(C(=O)Nc2nc(=O)[nH]s2)cc1
  2.4%&1.3%	-0.2%&-0.5%	nt	3.9%&25.2%	3.3%&17.4%	9.2%&-4.7%	-0.7%	37.6%&6.6%
NC(=O)CCS(=O)(=O)c1ccccc1
  10.0%	-1.6%	9.0%	-5.2%	6.7%	0.0%	-2.9%	-9.0%
Cn1cccc1C(=O)N1CCC2(CC1)CCN(C(c1ccccc1)c1ccccc1)CC2
  nt	nt	nt	-4.6%	-1.1%	nt	?	-34.8%[inhibitor]
O=C(CN1C(=O)CC(c2ccccc2)S(=O)(=O)c2ccccc21)NC1CCCC1 (configuration not stated)
  17.6%	-4.5%	nt	3.6%	-7.8%	1.1%	-3.0%	1.7%
CC(=O)C1=C(O)C(=O)N(Cc2ccco2)C1c1ccc2c(c1)OCO2 (configuration not stated)
  -9.8%	-4.4%	-7.7%	6.2%	?	-17.0%	-1.3%	-35.9%[inhibitor]
O=C(Cn1cc([N+](=O)[O-])cn1)NCCc1nc2ccccc2[nH]1
  -11.5%	-4.2%	15.7%[9.22 µM]	-6.0%	7.2%	-6.3%	1.9%	23.1%
CCOC(=O)C1CCN(Cc2cnc(Oc3ccc(C(C)(C)C)cc3)s2)CC1
  1.2%	2.4%	4.4%	9.2%	?	10.8%	-0.6%	-19.7%
Cn1c(SCC(=O)NC2CCCCC2)nnc1-c1ccc(N)cc1
  6.5%	2.2%	3.2%[46 µM]	7.7%	4.8%	7.3%	i	nt
CC1CCCN(C(=O)CSc2nnc(-c3ccncc3)n2C)C1 (configuration not stated)
  5.9%	-1.1%	4.8%[9.22 µM]	-5.4%	14.4%	8.9%	-0.7%	-3.6%
C=CCCCCCC
  nt	-0.4%	nt	6.6%	-4.5%	-0.2%	-6.5%	-0.5%
CC12Cc3ccc4ccccc4c3C=C1C[N+](C)(C)C2 (configuration not stated)
  ?	2.5%	-16.2%	4.2%	-4.6%	0.0%	7.5%	-11.7%
O=C(Nc1nc2ccc(Cl)cc2s1)[C@@H]1CCCN1C(=O)c1cccs1
  -6.9%	5.8%	?	53.4%[activator]	25.1µM*	14.3%	1.9%	-1.9%
COc1ccc(C2C(C(C)=O)=C(O)C(=O)N2c2nc3ccccc3s2)cc1OC (configuration not stated)
  -11.3%	-1.1%	-2.8%[46 µM]	31.9%[activator]	-11.8%	-4.0%	-10.4%	-18.7%
Nn1cc(-c2ccccc2)nc1SCC(=O)NCC(F)(F)F
  0.5%	-1.8%	nt	-1.2%	3.4%	-2.6%	-3.5%	14.6%
N#Cc1cc(C(=O)c2cc(F)ccc2O)cn(-c2nccs2)c1=O
  -28.1%	-8.5%	?	99.8%[activator]	?	6.4%	-23.2%	11.7%
CCOC(=O)N1CCN(C(=O)CSc2ccc(Cl)cc2)CC1
  -1.4%	-1.7%	13.8%	-8.1%	-0.6%	2.5%	12.1%	12.3%
CC(C)C(NS(=O)(=O)c1c(Cl)cccc1Cl)C(=O)OCC(=O)c1c[nH]c2ccccc12 (configuration not stated)
  8.5%	0.0%	?	18.4%	4.0%	20.6%	-14.1%	-25.5%
Cc1ccc(C(=O)Nc2ccnc(-c3cccnc3)n2)cc1
  -4.3%	-3.0%	?	0.1%	0.0%	-2.6%	2.0%	15.6%
NS(=O)(=O)c1ccc(NCc2cc(Cl)ccc2OCc2ccccc2F)cc1
  2.8%	-1.2%	?	-4.1%	0.9%	-0.6%	-2.5%	-59.9%[inhibitor]
Nc1cccc2[nH]c(C(F)(F)F)nc12
  -26.5%	-6.4%	-2.6%[9.22 µM]	8.5%	3.4%	-0.9%	-3.5%	2.2%
Cc1nn(Cc2ccc(F)cc2)c(C)c1NC(=O)c1cccnc1Cl
  7.2%	-4.3%	12.8%	-7.0%	10.5%	-5.0%	-5.7%	-1.3%
CCCCn1c(CCC)nc([N+](=O)[O-])c1Sc1ccc(Cl)cn1
  2.1%	-2.9%	?	4.6%	7.08µM*	-1.1%	-1.4%	-0.4%
Cc1ccc(Sc2c(O)c3ccccc3n(C)c2=O)cc1
  -16.9%	-0.4%	-8.6%	-3.1%	-5.6%	-0.6%	5.3%	4.4%
O=C(NCCCN1CCOCC1)C1(c2ccccc2)CCOCC1
  -2.9%	3.2%	-1.3%	-0.2%	3.2%	3.8%	i	4.2%
